Screens deposited in PubChem BioAssay by Southern Research Specialized Biocontainment Screening Center.
H37Rv inhibition – M. tuberculosis growth inhibition, HTS (AID 449762); M. tuberculosis H37Rv growth inhibition, 7H9 media; higher % means a stronger effect; inhibition, % at 25 µM, or IC50 in µM where a hit was titrated; 330,000 compounds, 0.59% hits; in the data active means a potency from the dose series; inconclusive means inhibition above about 70% without an active follow-up result;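 further: bacterial growth assessed after seven days of incubation; strong numbers were not always called active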
H1N1 NS1A inhibition – H1N1 influenza NS1A inhibitors, functional cell based assay (AID 504329); NS1A functional cell-based assay, percent inhibition; higher % means a stronger effect; one-dose inhibition, % at 12.5 µM; IC50 in µM for titrated hits; 340,000 compounds, 0.3% hits; in the data active means a potency from the dose series; inconclusive means inhibition above about 27% without an active follow-up result; further: strong numbers were not always called active
M. tuberculosis – growth inhibition of non-replicating M. tuberculosis (AID 488890); 320,000 compounds, 0.39% hits; Mycobacterium tuberculosis non-replicating, growth inhibition; higher % means a stronger effect; inhibition, % at 25 µM; hits with a dose series show IC50 in µM; in the data active means a potency from the dose series; inconclusive means inhibition mostly from about 82% at the one dose, without a potency; inactive means the rest, 99 in 100 with inhibition below about 76%;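 further: plate controls were DMSO cells for no effect and high antibiotic wells for full effect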
VEEV TC-83 Vero – inhibitors of VEEV TC-83 cytopathic effect, confirmation, Vero cells (AID 588727). Vero cells, VEEV TC-83 cytopathic effect inhibition; higher % means a stronger effect. inhibition, % at 20 µM; hits with a dose series show IC50 in µM. 350,000 compounds, 0.13% hits; in the data active means a potency from the dose series; inconclusive means inhibition mostly from about 14% at the one dose, without a potency; inactive means the rest, 99 in 100 with inhibition below about 12%; further: strong numbers were not always called active
PhoP GFP inhibition – Inhibition of PhoP regulon, Salmonella typhi GFP reporter cells, confirmation, 4 h (AID 1850). 310,000 compounds, 0.33% hits. inhibition, % at 50 µM, or IC50 in µM where a hit was titrated. Salmonella Typhi PhoP-promoter GFP reporter, fluorescence, 4 h; higher % means a stronger effect; in the data active means a potency from the dose series; inconclusive means inhibition mostly from about 25% at the one dose, without a potency; inactive means the rest, 99 in 100 with inhibition below about 19%;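 further: 0% = induced wells with vehicle and 100% = uninduced wells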
VEEV TC-83 Vero 10K pilot screen – also measured in VEEV TC-83 Vero; calls as there; inhibition, %; measured here: 10K pilot screen inhibition
* marks the source's active call; other numbers are inactive results; i = inactive; ? = inconclusive; . = not tested or not shown; & = joins results of further samples. Rows are unselected; any-hit rate near 1.5%.

SMILES | H37Rv inhibition | H1N1 NS1A inhibition | M. tuberculosis | VEEV TC-83 Vero | PhoP GFP inhibition | others
c1ccc(-n2nc3ccccc3n2)cc1 | -13.0% | 5.5% | -30.4% | 1.2% | -1.6%
O=C1CC(N2CCN(c3ccccc3Cl)CC2)C(=O)N1c1ccccc1 (stereo not drawn) | -16.4% | 8.7% | 21.6% | i | -15.9%
O=C(NCc1ccon1)C1CCC(=O)N(CCc2cccc(F)c2)C1 (stereo not drawn) | . | 9.2% | . | 0.8% | .
Cc1ccc(S(=O)(=O)CC(=O)c2ccccc2[N+](=O)[O-])cc1 | 1.8% | -0.6% | -4.6% | 0.8% | 7.9%
Cc1ccc(S(=O)(=O)N(C)C)cc1NC(=O)COC(=O)COc1ccc2c(c1)CCC2 | 1.6% | -0.8% | -3.0% | 1.1% | 6.8%
CCOC(=O)[C@H]1[C@H]2COc3ccc(OC)cc3[C@@H]2N2C(=O)CN(C)C(=O)[C@@]12C | -6.4% | -22.5% | -5.0% | i | .
CC(Sc1nnc2ccccn12)C(=O)Nc1ccc(N2CCOCC2)cc1 (stereo not drawn) | -2.1% | -3.0% | -2.5% | 2.1% | .
CCc1ccc2ncc(S(=O)(=O)c3ccc(C)c(C)c3)c(N3CCCC3)c2c1 | 7.2% | 2.8% | 32.1% | 4.5% | -6.7%
Cc1n[nH]c(=O)c2c1nnn2Cc1ccccc1Cl | 2.1% | -1.0% | -6.7% | i | 9.3%
CCCOc1cccc(-c2nn(-c3ccccc3)cc2/C=C(\C#N)C(=O)NCCCn2ccnc2)c1 | 44.7µM* | 1.0% | 32.5% | 5.6% | -7.7%
CCOc1ccccc1NC(=O)CSc1nnc(-c2ccccc2Cl)n1Cc1ccco1 | 2.2% | 4.2% | 33.4% | 8.2% | -6.3%&17.1%
CCOC(=O)C1=C(CCc2ccccc2)NC(=O)NC1c1ccc(Br)cc1 (stereo not drawn) | 0.7% | -3.3% | 12.8% | 1.0% | -0.5%
COc1ccc(Cn2c(-c3ccc(Br)cc3)c[n+]3ccccc23)cc1 | 3.5% | 5.2% | 51.8% | 0.5% | -8.9% | VEEV TC-83 Vero 10K pilot screen=0.0
COc1ccccc1CNC(=O)COc1ccc([N+](=O)[O-])cc1 | -3.1% | 1.4% | -1.8% | 1.8% | 0.1% | VEEV TC-83 Vero 10K pilot screen=2.7
c1ccc2c(c1)CCN(Cc1nnnn1Cc1ccc3c(c1)OCO3)C2 | 6.2% | 1.9% | 6.2% | 2.0% | 0.8%
Cc1cccc(C)c1OCc1nnc2c3cnn(C)c3ncn12 | 6.2% | 1.2% | -2.2% | 1.6% | -0.5%
COc1ccc(CC(=O)N(C)Cc2cccc(F)c2)cc1S(=O)(=O)N1CCOCC1 | -3.5% | -14.7% | -3.3% | 2.3% | 1.3%
Cc1cc(C)c(-n2c(O)c(/C=N/NC(=O)c3ccncc3)c(=O)[nH]c2=O)c(C)c1 | ? | . | 67.8% | i | 2.9%
CCOC(=O)C(C)Oc1ccc2c(-c3cccc([N+](=O)[O-])c3)cc(=O)oc2c1 (stereo not drawn) | ? | 7.8% | ? | i | -1.3%
CCOC(=O)c1c(N2C(=O)Nc3cc(Cl)c(Cl)cc3N2O)sc2c1CCCCC2 | -12.8% | 8.5% | 59.4% | 1.4% | 12.6%
O=C(NCc1ccccc1)c1cccc(NC(=O)C2CC2)c1 | . | -16.6% | . | 0.0% | .
CS(=O)(=O)Nc1cc2c3c(c1)CCC(=O)N3CCC2 | 6.4% | -6.4% | -13.2% | 1.2% | -26.3%
Cc1ccc([N+](=O)[O-])c2cccnc12 | -3.2% | -5.2% | 66.9% | 0.3% | -3.3%
COc1ccc(-c2nn(-c3ccccc3)cc2C(=O)N2CCN(S(=O)(=O)c3ccccc3C#N)CC2)cc1 | 40.2% | 0.2% | 25.4% | 7.5% | -0.6%
Cc1cc(OC(=O)c2ccc(S(=O)(=O)N3CCCCC3)cc2)c([N+](=O)[O-])c(=O)[nH]1 | 1.1% | -8.6% | . | i | -2.1%

The list goes on; the last 2 above are carried over.
SMILES | H37Rv inhibition | H1N1 NS1A inhibition | M. tuberculosis | VEEV TC-83 Vero | PhoP GFP inhibition | others
COc1ccc(-c2nn(-c3ccccc3)cc2C(=O)N2CCN(S(=O)(=O)c3ccccc3C#N)CC2)cc1 | 40.2% | 0.2% | 25.4% | 7.5% | -0.6%
Cc1cc(OC(=O)c2ccc(S(=O)(=O)N3CCCCC3)cc2)c([N+](=O)[O-])c(=O)[nH]1 | 1.1% | -8.6% | . | i | -2.1%
CN1CCN2c3ccccc3CC3(C(=O)N(C)C(=O)N(C)C3=O)C2C1 (stereo not drawn) | 49.4% | 1.4% | -13.3% | i | 5.5%
CN(C)S(=O)(=O)c1cccc(NC(=O)c2ccc(S(=O)(=O)N3CCCCC3)cc2)c1 | -5.4% | -3.1% | 4.0% | 10.6% | 2.7%
CCOC(=O)Nc1cccc(OCC(=O)Nc2ccc3c(c2)CCC3)c1 | 9.9% | -10.7% | ? | 5.6% | .
COc1ccc(Br)c(C(=O)N2CCN(S(=O)(=O)c3cccs3)CC2)c1 | 8.7% | 0.1% | -7.1% | 0.7% | 3.6%
Cc1c(-c2ccccc2)[n+](=O)c2c(n1[O-])CCC2 | 1.1% | 14.9% | -0.6% | 0.4% | -1.2%
CCCCC(=O)Nc1nn(CCC)c2nc3ccccc3cc12 | 0.8% | -16.7% | -0.1% | 0.1% | -3.3%
Cc1ccc(NC(=O)CCNC(=O)c2ccco2)cc1 | 1.2% | 0.6% | -0.1% | i | -2.8%
CCCCOc1ncnc2c1[nH]c1ccccc12 | 7.1% | 3.9% | 31.8% | i | -7.7%
Cc1cc(C(=O)NCCCN2CCN(c3cc(Cl)ccc3C)CC2)n(-c2ccccc2)n1 | 16.4% | 8.7% | 61.9% | i | 9.9% | VEEV TC-83 Vero 10K pilot screen=0.0
Cc1ccc(OCc2cc(C(=O)N(C)CCn3ccnc3C)no2)cc1C | -1.3% | -0.9% | 16.4% | 3.7% | -6.1%
CCN1C[C@@H]2[C@@H]3C(=O)N(Cc4ccccc4)C(=O)[C@@H]3[C@](Cc3ccccc3)(C1=O)N2C(=O)c1ccc(C(C)(C)C)cc1 | . | 8.1% | . | i | .
CCN(CC)c1ccc(NC(=O)COc2ccc(C)cc2)cc1 | 9.3% | 3.3% | 74.3% | 1.6% | -7.7%
CN1CCC(N(C)C(=O)CCc2nc3ccccc3c(=O)[nH]2)CC1 | 1.6% | 3.9% | 10.3% | i | 1.3%
CCNS(=O)(=O)c1ccc(NC(=O)c2ccc(Cn3cc([N+](=O)[O-])cn3)o2)cc1 | 23.8% | -3.8% | 35.6% | 0.2% | 1.5%
COc1cc(CN2CCCN(C)CC2)cc([N+](=O)[O-])c1O | 1.7% | -2.2% | 5.6% | 1.1% | -9.3%
COc1ccc(S(=O)(=O)C(C#N)c2nc3ccccc3nc2N2CCCC(C)C2)cc1 (stereo not drawn) | 0.9% | 2.4% | 34.3% | 2.3% | -10.7%
COC(=O)c1cc(NC(=O)C2CC(=O)NC(=NCc3ccc(OC)cc3)S2)cc(C(=O)OC)c1 (stereo not drawn) | 0.6% | 1.6% | -8.2% | 0.8% | 1.1%
COc1ccccc1Cn1c(-c2ccco2)nc2nc3ccccc3nc21 | -4.3% | -4.9% | 2.2% | 2.5% | -10.6%
CCOC(=O)c1ccc(N2C(=O)C3ON(c4ccccc4)C(c4ccco4)C3C2=O)cc1 (stereo not drawn) | -8.1% | -5.5% | . | 0.6% | 14.0%
CCc1nnc(NC(=O)CSc2ccc(-c3cccs3)nn2)s1 | -4.7% | -6.7% | 6.9% | 0.1% | -18.0%
CCC(C)N(C(=O)COC(=O)CCc1c[nH]c2ccccc12)C1CCS(=O)(=O)C1 (stereo not drawn) | -3.8% | -1.1% | 4.8% | 0.7% | 2.0%
N#Cc1cc2c(nc1SC1CC(=O)N(c3ccccc3)C1=O)CCC2 (stereo not drawn) | -1.4% | -2.6% | 68.3% | 1.8% | 1.7%
CCC(=O)C1=C(O)C(c2cccc(Oc3ccccc3)c2)CCC1=O (stereo not drawn) | -1.6% | -19.5% | 28.1% | 1.4% | -2.9%
COCCNC(=S)NNC(=O)CSCc1ccc(Cl)cc1Cl | -0.7% | 3.8% | -13.4% | 3.1% | 6.4%
CCOc1ccc(/C=N/NC(=O)c2cc(-c3cccn3C)n[nH]2)cc1 | 1.0% | -2.0% | -0.2% | 9.0% | 6.6%

Reprinted at random: three entries already listed
SMILES | H37Rv inhibition | H1N1 NS1A inhibition | M. tuberculosis | VEEV TC-83 Vero | PhoP GFP inhibition | others
CN1CCN2c3ccccc3CC3(C(=O)N(C)C(=O)N(C)C3=O)C2C1 (stereo not drawn) | 49.4% | 1.4% | -13.3% | i | 5.5%
Cc1ccc(NC(=O)CCNC(=O)c2ccco2)cc1 | 1.2% | 0.6% | -0.1% | i | -2.8%
CCCCC(=O)Nc1nn(CCC)c2nc3ccccc3cc12 | 0.8% | -16.7% | -0.1% | 0.1% | -3.3%

The list continues.
SMILES | H37Rv inhibition | H1N1 NS1A inhibition | M. tuberculosis | VEEV TC-83 Vero | PhoP GFP inhibition | others
Cc1ccc(C)c(NC(=O)CCN2CCc3ccccc3C2)c1 | 3.5% | 2.7% | 25.4% | 1.2% | 19.1%
CCOc1cc(C2Nc3ccccc3C(=O)N2c2ccccc2)ccc1O (stereo not drawn) | 2.7% | 0.8% | 11.2% | i | 0.2%
Cc1ccc(SCCC(=O)NC(C)(C)C)cc1 | -1.3% | -9.2% | 13.0% | 4.2% | -2.8% | VEEV TC-83 Vero 10K pilot screen=1.2
O=C(NCCN1CCOCC1)c1cccc(S(=O)(=O)Nc2ccc(F)cc2)c1 | -4.9% | -16.8% | -15.6% | 2.0% | .
COc1cc(C(=O)Nc2ccc(C(N)=O)cc2)c([N+](=O)[O-])cc1OC | 1.4% | 2.6% | 23.9% | 0.5% | -6.8%
COc1cccc(CNC(=O)C(=O)NCC2CCCO2)c1 (stereo not drawn) | -0.9% | -8.7% | 0.1% | 0.8% | -4.1% | VEEV TC-83 Vero 10K pilot screen=0.0
Cn1c(=O)[nH]c2c(c(C(=O)O)nn2C)c1=O | . | -13.0% | . | 0.3% | .
COCc1cc(=O)[nH]c(SCCS(=O)(=O)c2ccc(C)cc2)n1 | -4.1% | -2.7% | -1.9% | 0.6% | 6.7%
CN(C(=O)COC(=O)c1cc2ccccc2cc1O)C1CCCCC1 | ? | -13.9% | ? | 4.5% | .
COc1c(C)cc(S(=O)(=O)NCc2ccco2)c(C)c1C | -8.2% | -7.2% | -7.1% | 1.4% | 1.7%
C=CCN1N=C(c2ccc(NC(=O)c3ccccc3)cc2)CSC1=O | -1.1% | 3.1% | -4.8% | 2.6% | -0.8%
CC1=CC2C(C3C=CC2(C)C(=O)C3(C)O)C(C)(O)C1=O (stereo not drawn) | . | -6.2% | . | 2.6% | .
CC1CC(C)CN(C(=O)COC(=O)c2nccnc2N)C1 (stereo not drawn) | 2.7% | -1.8% | -12.5% | 3.5% | .
O=C(CCl)NC(Cc1c[nH]c2ccc(OCc3ccccc3)cc12)C(=O)O (stereo not drawn) | 7.4% | -0.2% | -2.8% | i | -6.3%
CC(=NNC(=S)N1CCCCCC1)c1ccccn1 | . | 3µM* | . | 5.6% | .
O=C(C1=C[C@@H](c2ccccc2)C[C@@H](OCCCCO)O1)N1CCN(Cc2ccc3c(c2)OCO3)CC1 | 0.6% | -3.3% | -1.6% | 0.3% | 13.5%
Cc1cc(C)cc(NC(=O)CSCc2cc(=O)n3ccsc3n2)c1 | -3.0% | -25.7% | -8.7% | 0.1% | -0.4%
COC(c1ccccc1)c1nc2ccccc2[nH]c1=O (stereo not drawn) | -6.2% | -21.2% | 13.8% | 0.6% | -7.5%
CCOC(=O)N1CCN(C(=O)C(=O)Nc2sc3c(c2C#N)CC(C)(C)OC3)CC1 | -3.0% | 7.2% | 15.6% | 1.9% | -9.7%
O=C1NC(c2ccc(Br)cc2)Nc2ccccc21 (stereo not drawn) | 8.0% | -7.0% | -5.0% | i | -0.4%
C[C@]12CC[C@@H]3c4ccc(OC(=O)c5ccccc5)cc4CC[C@H]3[C@@H]1CC[C@@H]2O | ? | 4.5% | ? | 9.0% | -3.8%
CCC(Oc1ccccc1)C(=O)Nc1ncc([N+](=O)[O-])s1 (stereo not drawn) | 1.9% | -11.7% | 79.8% | 1.6% | 2.8%
